ASM inhibitor – blocks human secretory acid sphingomyelinase; P17405; placental ASM, HMU-PC fluorogenic substrate, 60 min; Potency, µM (highest dose often 57.5 µM), for inactives: at the highest dose activity change, negative = inhibition, actives largely listed as inhibitors; 340,000 compounds, 0.006% hits; AID 504937; further: potency means the concentration at half of the fitted maximal effect
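Human placenta-derived ASM enzyme was preincubated with compound for 10 minutes at room temperature, then given fluorogenic substrate HMU-PC0 (9 uM final) for 60 minutes at 37 °C; a pH 10 stop preceded fluorescence reading at Ex 386/Em 447 nm.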
Giardia killer – kills Giardia lamblia. Giardia lamblia trophozoite viability. activity change, % at 7.66 µM, hits read low. 340,000 compounds, 0.15% hits; in the data active means activity change below about -80%; inconclusive means between about -30% and that limit;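 further: parasites exposed to compound for two days anaerobically before the ATP read; on the % scale 0 is the no-effect control and ±100 the full control effect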
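Trophozoites 100 cells/well + cpd; 48 hrs, 37 deg C, anaerobic. ATPLite 1-Step added, 15-30 min RT, luminescence read (ATP-based viability).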
Menin MLL FP TR – inhibitors of human menin-MLL interaction, mutant MLL peptide. O00255. Menin + Texas Red MLL mutant peptide, fluorescence polarization. Potency, µM (titrated, usually from 61.6 µM), for the others: top-dose FP activity change, negative = inhibition, usual class: inhibitors. 270,000 compounds, 0.23% hits; active means well fitted inhibition curve with a large enough effect in the polarisation, with a control signal flat, not every such curve was filed as active; inconclusive means small, poorly fitted or top-dose-only effect, or effect the other way, or a change in a side signal; inactive means no such curve, though single readings can be large or run the other way; the % refers to the polarisation; further: potency means the concentration at half of the fitted maximal effect; % of control where 0% means no effect; many of its hits are not listed in these tables
Target sequence (O00255 whole entry, looked up): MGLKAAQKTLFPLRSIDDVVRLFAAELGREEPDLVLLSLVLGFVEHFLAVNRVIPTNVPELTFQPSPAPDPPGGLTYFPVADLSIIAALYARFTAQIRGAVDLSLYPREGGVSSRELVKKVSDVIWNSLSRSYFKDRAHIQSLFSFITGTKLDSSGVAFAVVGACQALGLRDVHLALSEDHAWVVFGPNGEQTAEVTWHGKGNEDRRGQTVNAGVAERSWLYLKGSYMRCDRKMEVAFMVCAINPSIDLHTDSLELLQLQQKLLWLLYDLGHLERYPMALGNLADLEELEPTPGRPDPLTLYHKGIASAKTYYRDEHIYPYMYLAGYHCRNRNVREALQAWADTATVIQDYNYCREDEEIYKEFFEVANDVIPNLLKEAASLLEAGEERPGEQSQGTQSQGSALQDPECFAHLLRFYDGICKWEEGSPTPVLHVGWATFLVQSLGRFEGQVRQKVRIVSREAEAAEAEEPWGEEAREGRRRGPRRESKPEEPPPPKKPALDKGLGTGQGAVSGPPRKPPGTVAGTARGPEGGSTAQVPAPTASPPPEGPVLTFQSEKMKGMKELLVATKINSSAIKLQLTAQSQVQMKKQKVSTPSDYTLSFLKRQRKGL
Tb PFK block – blocks T. brucei phosphofructokinase | O15648 | T. brucei PFK, ADP-Glo luminescence | Potency, µM (doses to about 57.5 µM), without a hit: top-dose activity, negative = inhibition, most hits filed as inhibitors | 330,000 compounds, 0.17% hits | AID 485367;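 further: potency means the concentration at half of the fitted maximal effect; 0% = uninhibited 1x PFK enzyme wells and -100% = no-enzyme wells; nearly all actives have a fitted effect of over 60% in size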
Target sequence (O15648 whole entry, looked up): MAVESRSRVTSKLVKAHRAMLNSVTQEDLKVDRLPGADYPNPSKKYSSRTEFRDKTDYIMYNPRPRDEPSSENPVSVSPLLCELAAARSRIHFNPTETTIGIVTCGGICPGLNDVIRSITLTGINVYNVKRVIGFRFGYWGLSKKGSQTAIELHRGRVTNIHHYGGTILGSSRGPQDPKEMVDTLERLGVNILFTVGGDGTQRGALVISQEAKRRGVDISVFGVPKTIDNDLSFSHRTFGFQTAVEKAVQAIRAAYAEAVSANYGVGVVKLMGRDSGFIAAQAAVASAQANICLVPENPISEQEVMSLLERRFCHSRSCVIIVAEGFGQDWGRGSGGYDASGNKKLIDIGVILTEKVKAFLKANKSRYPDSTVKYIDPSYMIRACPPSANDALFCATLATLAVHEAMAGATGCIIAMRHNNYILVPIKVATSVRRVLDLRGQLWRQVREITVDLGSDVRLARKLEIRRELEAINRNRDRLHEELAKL
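Activity is normalized to no-enzyme wells (full inhibition) and 1.25 nM enzyme wells (no inhibition). Reaction: 0.5 mM F6P, 0.1 mM ATP, 45 min RT, ADP-Glo luminescence; concentration-response curves fitted and classed by quality.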
Coupling enz – inhibits coupling enzyme system, counter-screen for aldolase hits | coupling enzyme system counterscreen, AmpLite Red fluorescence | 290,000 compounds, 0.67% hits | activity change, negative = inhibition, % at 58.2 µM, hits read low; in the data active means activity change below about -30%; further: on the % scale 0 is the no-effect control and ±100 the full control effect
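Counterscreen lacking aldolase: glyceraldehyde-3-phosphate coupling-enzyme reagent preincubated 10 min at RT with compound (at 57.5 uM final), then substrate/coupling system with AmpLite Red added; fluorescence read at 525/598 nm after 20 min RT.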
PTAP TSG101 blk – blocks PTAP/TSG101 interaction to inhibit HIV-1 budding; Q99816; Fluorescence polarization, FITC-PTAP peptide / Tsg101 binding; Potency, µM (highest dose often 115 µM), for inactives: top-dose activity change, negative = inhibition, actives largely listed as inhibitors; 340,000 tested, under 10 active; active means well fitted inhibition curve with a large enough effect in the main read-out, with a control signal flat, not every such curve was filed as active; inconclusive means small, poorly fitted or top-dose-only effect, or effect the other way, or a change in a side signal; inactive means no such curve, though single readings can be large or run the other way; further: potency means the concentration at half of the fitted maximal effect; % of control where 0% means no effect
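Tsg101 binding domain (10 uM final) was mixed with compound and a FITC-labeled PTAP peptide (50 nM final) in HEPES pH 7.5 buffer with NaCl, Tween 20, EDTA and TCEP; fluorescence polarization was read after 20 min at r.t.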
BCR signal inh – chronic active BCR signaling inhibition | ABC-DLBCL IkBa-CBG/CBR reporter, luminescence ratio, 4 h | Potency, µM (titrated, usually from 46.1 µM), for the others: at the highest dose ratio change, negative = lower green/red ratio, most hits filed as inhibitors | 340,000 compounds, 0.05% hits | AID 493014; active means well fitted inhibition curve with a large enough effect in the signal ratio, with a control signal flat, not every such curve was filed as active; inconclusive means small, poorly fitted or top-dose-only effect, or effect the other way, or a change in a side signal; the % refers to the signal ratio;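 further: potency means the concentration at half of the fitted maximal effect; plate controls were basal doxycycline-induced cells for no effect and cells given 10 µM MG132 for full effect; MG132 reads +100%, hits lower the ratio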
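TMD8 human ABC-DLBCL cells with doxycycline-inducible IκBα–green luciferase fusion and unfused red luciferase, in 0.5% FBS medium; compounds up to 46 uM, 4 h at 37C. Green/red luminescence ratio, filter-overlap corrected, fitted to concentration-response curves.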
PKM2 activator – increases activity of human pyruvate kinase M2; Potency, µM (highest dose often 57.5 µM), without a hit: at the top dose activation, most hits filed as activators; purified PKM2, Kinase-Glo ATP luminescence, activation; response scale: 0% is enzyme alone, no compound; 260,000 compounds, 0.34% hits; further: potency means the concentration at half of the fitted maximal effect; on the % scale 0 is the no-effect control and ±100 the full control effect; nearly all actives have a fitted effect of over 55% in size
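Kinase-Glo luminescence reports ATP generated from ADP (0.1 mM) and PEP (0.5 mM) by purified hPK-M2 after 1 h at room temperature, pH 7.2 imidazole buffer; intermediate enzyme activity allows detecting inhibitors and activators.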
Integrin act MD – activates integrin-mediated alleviation for muscular dystrophy; alpha7betagal myoblasts, beta-gal FDG fluorescence, 48 h; Potency, µM (doses to about 38.3 µM), for inactives: at the top dose activation, most hits filed as activators; 350,000 compounds, 0.064% hits;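 further: potency means the concentration at half of the fitted maximal effect; 100% = response of the positive control SU9516; nearly all actives have a fitted effect of over 60% in size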
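Alpha7betagal+/- myoblasts (passage 13) were plated 16-24 hr, then exposed to compounds (1:260 dilution of DMSO stock) for 48 hours at 37C. After MPER lysis, β-galactosidase reporter activity was read as FDG fluorescence (ex 480/em 540) after 30 minutes.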
B2AR arrestin – beta2AR (human) beta-arrestin recruitment activity. 330,000 compounds, 0.02% hits. AID 492947. beta-arrestin recruitment to beta2AR, cell-based reporter. Potency, µM (top dose mostly 46.1 µM), for the others: at the highest dose activation, actives largely listed as activators. P07550;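 further: potency means the concentration at half of the fitted maximal effect; 0% = DMSO controls and full agonism = EC100 isoproterenol or metaproterenol; nearly all actives have a fitted effect of over 65% in size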
GALK inh – galactokinase (human) inhibition; AID 1868; P51570; 270,000 compounds, 0.007% hits; Purified GALK, Kinase-Glo residual ATP luminescence; Potency, µM (top dose mostly 57.5 µM), inactives show at the highest dose activity change, negative = inhibition, most hits filed as inhibitors; further: potency means the concentration at half of the fitted maximal effect; on the % scale 0 is the no-effect control and ±100 the full control effect
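ATP-depletion format; final 35 uM ATP, 100 uM D-galactose, 5 nM enzyme; pH 8.0 HEPES/Mg2+ buffer; 60 min RT; luminescence read 10 min after detection reagent.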
Active calls of the source: *; ? = inconclusive; nt = no result given; [ ] = another dose, or the depositor's remark. Unless noted, the call rests on the fitted dose curve; in most records, active means well fitted curve in the direction sought with a large enough effect; inconclusive means small, poorly fitted or top-dose-only effect, or another doubt; inactive means no such curve, though single readings can be large; an effect the other way counts as inactive or inconclusive. This is a subset (hit frequency here may not be typical).

SMILES	ASM inhibitor	Giardia killer	Menin MLL FP TR	Tb PFK block	Coupling enz	PTAP TSG101 blk	BCR signal inh	PKM2 activator	Integrin act MD	B2AR arrestin	GALK inh
Cc1cccc(Cc2c(C)nc3nc(SCC(=O)O)nn3c2C)c1	5.4%	22.8	7.4%	-3.0%	12.4	-4.8%	11.1%	3.4%	9.9%	0.0%	-0.4%
CCN(CC)CCN(C)C1CCC(c2ccccc2)CC1 (stereo not drawn)	4.2%	3.9	-4.4%	-7.4%	-1.9	0.4%	?	0.3%	-26.8%	-0.7%	-2.1%
COc1ccccc1CN1CC(C(=O)NCCn2ccc(C)n2)CCC1=O (stereo not drawn)	1.3%	9.6	15.8%	0.3%	0.3	0.6%	0.1%	nt	7.3%	-0.2%	1.8%
COc1ccc(-c2csc(N(CCc3ccccc3)C(=O)COc3ccccc3)n2)cc1	-1.8%	-5.8	21.3%	-3.1%	0.0	-7.9%	?	-1.5%	-15.4%	-0.2%	3.0%
CC(C)(C)OC(=O)NC(Cc1ccccc1)C(=O)NCCCC(=O)O (stereo not drawn)	2.1%	-10.2	nt	1.5%	3.2	-6.0%	0.7%	-2.9%	14.6%	-0.5%	-0.4%
COc1cccc(C(=O)O/N=C(\N)c2ccccn2)c1OC	7.3%	12.4	23.0%	-20.0%	0.3	-2.6%	?	nt	10.1%	0.3%	8.0%
CC(C)CCNC(=O)c1cccc(Cl)c1	-0.3%	-7.0	9.7%	2.6%	-0.5	-2.4%	-1.5%	-11.5%	-6.0%	0.4%	-2.9%
CC(CCc1ccc(O)cc1)N(C)CCc1ccccc1 (stereo not drawn)	-1.5%	-0.3	-15.0%	-18.0%	-2.2	2.0%	13.3%	-11.8%	5.5%	0.1%	0.1%
CC(=O)Nc1ccc(S(=O)(=O)Nc2nc3ccccc3nc2Nc2ccc3ccccc3c2)cc1	173.7%[activator]	-4.3	?	6.4%	3.8	-0.6%	?	-1.6%	6.1%	-0.4%	-2.7%
COc1ccccc1-c1cc(C(=O)N/N=C/C=C/c2ccccc2[N+](=O)[O-])c2ccccc2n1	-10.0%	-2.3	9.6%	1.6%	-1.4	-4.4%	-22.1%	-0.1%	-25.5%	-0.1%	-1.3%
CSc1ccccc1NC(=O)c1cc(-c2ccco2)on1	2.5%	-17.2	?	11.2%	-1.6	1.0%	?	0.3%	0.0%	-0.1%	-0.1%
CCC(=O)Nc1cccc(SC)c1	6.0%	-1.0	13.2%	-0.7%	0.5	-0.7%	0.5%	1.5%	14.5%	-2.6%	0.5%
COc1ccc(Nc2ccc(Cl)nn2)cc1	15.8%	0.2	13.7%	0.9%	-2.3	-1.2%	3.2%	nt	-11.1%	8.7%	-1.3%
Cc1cc(SCC(=O)N2CCN(C(=O)c3ccco3)CC2)c(C)cc1Br	-3.7%	4.7	nt	0.0%	nt	-3.2%	?	nt	8.8%	0.2%	nt
CC(C)Cc1oc(C(=O)O)cc1CN	-2.1%	16.2	-4.2%	-0.9%	0.2	9.0%	22.3%	9.4%	15.0%	-0.2%	0.2%
COc1cccc(NC(=O)CN2C(=O)CSc3ccc(S(=O)(=O)N4CCCCC4)cc32)c1	-3.4%	30.8[activator]	42.1%[activator]	-1.8%	-0.5	0.2%	5.6%	nt	23.5%	0.1%	-2.3%
CCCC1=NN(C(=O)Cc2ccc([N+](=O)[O-])cc2)C(O)(C(F)(F)F)C1 (stereo not drawn)	-4.1%	-0.3	-20.5%	-0.8%	0.5	-2.6%	2.7%	5.7%	9.5%	0.0%	2.0%
O=C(CCSc1ccccc1)NNC(=O)c1ccccc1F	3.2%	5.5	nt	1.1%	nt	-2.8%	-4.6%	nt	-4.7%	0.1%	nt
O=C(O)c1cc([N+](=O)[O-])ccc1NCc1ccccn1	-2.1%	-6.4	nt	0.0%	nt	nt	?	nt	0.0%	0.1%	nt
CN1CC(=O)N(CC(=O)N2CCC(Cc3ccccc3)CC2)C1=O	6.7%	15.4	?	1.9%	3.4	-3.9%	-20.7%	2.4%	?	0.2%	0.1%

Reprinted at random: 2 compounds from above.
SMILES	ASM inhibitor	Giardia killer	Menin MLL FP TR	Tb PFK block	Coupling enz	PTAP TSG101 blk	BCR signal inh	PKM2 activator	Integrin act MD	B2AR arrestin	GALK inh
CSc1ccccc1NC(=O)c1cc(-c2ccco2)on1	2.5%	-17.2	?	11.2%	-1.6	1.0%	?	0.3%	0.0%	-0.1%	-0.1%
CCCC1=NN(C(=O)Cc2ccc([N+](=O)[O-])cc2)C(O)(C(F)(F)F)C1 (stereo not drawn)	-4.1%	-0.3	-20.5%	-0.8%	0.5	-2.6%	2.7%	5.7%	9.5%	0.0%	2.0%

Further results
SMILES	ASM inhibitor	Giardia killer	Menin MLL FP TR	Tb PFK block	Coupling enz	PTAP TSG101 blk	BCR signal inh	PKM2 activator	Integrin act MD	B2AR arrestin	GALK inh
Cc1cc2c(c(=O)n1Cc1ccccc1)C1O[C@](c3ccsc3)(Cc3ccccc31)O2	nt	nt	22.0%[11.7 µM]	2.6%[11.5 µM]	-9.4	nt	19.0%[9.22 µM]	16.7%[11.5 µM]	nt	-0.2%[9.22 µM]	nt
COc1ccc(-c2nn(-c3ccccc3)cc2CO)cc1	0.5%	5.4	0.4%	0.9%	2.7	-5.9%	?	-0.3%	8.9%	0.3%	0.5%
COc1ccc(CCNC(=O)c2cc(=O)c3cc(C)ccc3o2)cc1OC	1.0%	-8.0	?	1.2%	-0.5	-9.1%	3.3%	nt	-2.7%	-0.9%	nt
Cc1cccc(-c2nc(C)cc(=O)[nH]2)c1	-0.6%	-24.3	nt	-4.9%	3.1	0.0%	-5.1%	-8.0%	-1.9%	0.0%	2.0%
CC(C)(C)C1COc2ccccc2N1C(=O)c1ccccc1Cl (stereo not drawn)	-1.2%	-5.6	?	-2.4%	0.3	0.4%	?	nt	-13.8%	-0.3%	-0.6%
O=C(CSc1nncn1-c1ccccc1)Nc1cccc(S(=O)(=O)N2CCCCC2)c1	nt	nt	-0.1%	-4.5%	-2.9	nt	?	-16.4%	nt	-0.4%	0.6%
COCCCNC(=O)/C=C/c1ccc(Cl)cc1Cl	0.1%	1.1	0.7%	0.0%	2.3	-1.0%	1.0%	1.3%	-15.9%	-0.1%	2.4%
COCCn1c(C)cc(C(=O)CSc2nc3ccccc3o2)c1C	-2.2%	-11.4	12.3%	0.0%	-0.6	-1.7%	-2.4%	-1.1%	-31.3%	-1.4%	2.6%
CCCN(CCO)CCCc1ccccc1	2.8%	-3.8	-1.2%	-4.6%	0.8	-6.5%	17.5%	-0.3%	-7.3%	-0.2%	0.4%
CC(C)OC(=O)Nc1ccc(-c2ccc(NC(=O)OC(C)C)cc2Cl)c(Cl)c1	2.0%	-29.9	-12.2%	1.2%	0.9	-1.2%	2.1%	4.0%	-1.7%	-0.3%	1.5%
O=C(CSc1ccc2nnc(-c3ccccn3)n2n1)Nc1ccc2c(c1)OCCO2	-1.1%	-15.1	0.8%	0.7%	1.5	-0.1%	2.4%	1.9%	22.6%	-0.5%	2.3%
CCOC(=O)C1CCCN(C(=O)c2cc(COc3ccc(C)nc3)on2)C1 (stereo not drawn)	1.8%	-13.8	nt	-3.0%	nt	-0.5%	-0.4%	-0.6%	-28.3%	0.3%	-2.9%
COc1ccc(-n2nc(C(=O)NCC(=O)N3CCC(C(N)=O)CC3)c3ccccc3c2=O)cc1	-2.9%	-5.9	3.8%	-0.5%	0.8	-2.0%	10.4%	0.1%	17.4%	-0.8%	8.2%
CC(C)CNc1nc(NC(C)(C)C)nc(Oc2ccc(=O)[nH]n2)n1	-2.6%	9.0	-9.2%	7.3%	2.0	-5.6%	-1.0%	-5.5%	1.6%	0.0%	0.5%
CN=C1SC(CC(=O)Nc2ccccc2F)C(=O)N1C (stereo not drawn)	1.8%	-15.0	-7.6%	-6.6%	0.7	0.5%	3.8%	-15.5%	15.4%	-0.1%	2.1%
CCOC(=O)CSc1nnc(CNC(=O)c2ccc(OC)cc2)n1C1CCCCC1	-3.6%	0.5	?	0.0%	0.1	0.2%	5.4%	2.3%	9.6%	0.2%	-2.7%
